Bioassay records as filed in PubChem.
PglD DTNB: C. jejuni PglD acetyltransferase inhibitors, primary screen, biochemical, DTNB colorimetric, single point. UDP-N-acetylbacillosamine N-acetyltransferase PglD (Campylobacter jejuni). purified PglD enzyme, DTNB colorimetric CoA detection. inhibition, % at 12.5 µM. 360,000 tested, 0.098% active; in the data active = inhibition above about 16%, passing the limit was not always enough; inconclusive = no clear call, values can overlap the other calls; note: strong numbers were not always called active
ERp5 block: inhibitors of ERp5-driven insulin aggregation, primary screen, biochemical, turbidity, absorbance 650 nm, single point. Protein disulfide-isomerase A6 (Homo sapiens), Q15084. 90 min. inhibition, % at 9.99 µM. 350,000 tested, 0.05% active;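 active = mean replicate inhibition above about 25%, with every replicate also reaching it, limit read from the data, passing the limit was not always enough; inconclusive = only one of those two criteria met; inactive = neither criterion met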
Target sequence (Q15084 whole entry, looked up): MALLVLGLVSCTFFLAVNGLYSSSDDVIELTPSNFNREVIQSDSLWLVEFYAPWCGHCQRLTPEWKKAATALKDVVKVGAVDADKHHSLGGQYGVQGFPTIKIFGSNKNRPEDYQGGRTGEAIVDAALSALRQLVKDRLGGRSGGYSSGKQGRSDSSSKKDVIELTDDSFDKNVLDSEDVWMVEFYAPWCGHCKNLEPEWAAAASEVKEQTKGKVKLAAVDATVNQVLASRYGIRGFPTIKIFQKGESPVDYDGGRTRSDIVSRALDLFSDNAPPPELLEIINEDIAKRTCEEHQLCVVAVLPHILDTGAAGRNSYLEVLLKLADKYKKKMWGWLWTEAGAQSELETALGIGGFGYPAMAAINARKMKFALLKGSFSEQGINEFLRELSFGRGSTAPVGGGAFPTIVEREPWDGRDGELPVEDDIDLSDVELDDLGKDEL
DENV2 CPE rescue: inhibitors of DENV2 cytopathic effect, primary screen, cell-based, plate reader, single concentration; 350,000 tested, 1.7% active; CPE inhibition, % at 9.99 µM; DENV2-infected cells, cytopathic effect rescue; AID 651640, 2012; in the data active = CPE inhibition above about 20%, passing the limit was not always enough; inconclusive = no clear call, values can overlap the other calls; tested in BHK-21 cells;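 note: 0% = median of neutral control wells and 100% = median of positive control wells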
C2C12 statin: suppressors of statin myotoxicity in C2C12 myotubes, primary screen, cell-based, single point, plate reader; rescue of ATP level, % at 7.49 µM; 330,000 tested, 0.78% active; C2C12 myotubes + simvastatin, ATP luminescence, 48 h; scaled: DMSO 0, geranylgeraniol control 100; AID 602340, 2012;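 active = mean ATP rescue above about 67%, or every replicate alone reaching that limit, limit read from the data, passing the limit was not always enough; inconclusive = no clear call, values can overlap the other calls; inactive = mean under the limit and some replicate under it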;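 note: myotubes were challenged with 10 µM simvastatin during compound exposure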
S100A4 inh HTS: inhibitors of S100A4-myosin IIA peptide binding, primary screen, biochemical, fluorescence polarization, TAMRA-MyoIIA peptide. Protein S100-A4 (Homo sapiens), P26447. AID 652163, 2013. inhibition, % at 10.7 µM. 360,000 tested, 0.14% active;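 active = mean inhibition of at least 70% across replicates, with every replicate also reaching that level; inconclusive = mean inhibition reaches 70% but some replicates fall short; inactive = mean inhibition below 70%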
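Material: human S100A4 monomer with TAMRA-labelled myosin IIA peptide; buffer or medium: HEPES pH 7.2 with CaCl2, KCl, NaCl, DTT, Triton; compound dosing: one concentration per compound; schedule: 5 min incubation before reading; benchmarks: neutral control DMSO, positive control TFP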
E-sel inducer: E-selectin induction in HUVECs, primary screen, imaging, HUVEC, immunofluorescence imaging, single point | AID 686992, 2013 | normalized: neutral wells 0, TNF-alpha wells 100 | activation, % at 7.58 µM | 260,000 tested, 0.37% active | P16581;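 active = mean E-selectin-positive cell signal at least 10% of the positive control, reached in at least 60% of replicates, without over 20% cell loss; inconclusive = no rule given, readout overlaps actives, possibly toxicity-flagged; inactive = the rest, including those meeting only one limit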;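 note: in these data hits start at about 27%; measured in HUVEC primary endothelial cells; signal is the percent of cells scored E-selectin positive by PE staining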
Target sequence (P16581 whole entry, looked up): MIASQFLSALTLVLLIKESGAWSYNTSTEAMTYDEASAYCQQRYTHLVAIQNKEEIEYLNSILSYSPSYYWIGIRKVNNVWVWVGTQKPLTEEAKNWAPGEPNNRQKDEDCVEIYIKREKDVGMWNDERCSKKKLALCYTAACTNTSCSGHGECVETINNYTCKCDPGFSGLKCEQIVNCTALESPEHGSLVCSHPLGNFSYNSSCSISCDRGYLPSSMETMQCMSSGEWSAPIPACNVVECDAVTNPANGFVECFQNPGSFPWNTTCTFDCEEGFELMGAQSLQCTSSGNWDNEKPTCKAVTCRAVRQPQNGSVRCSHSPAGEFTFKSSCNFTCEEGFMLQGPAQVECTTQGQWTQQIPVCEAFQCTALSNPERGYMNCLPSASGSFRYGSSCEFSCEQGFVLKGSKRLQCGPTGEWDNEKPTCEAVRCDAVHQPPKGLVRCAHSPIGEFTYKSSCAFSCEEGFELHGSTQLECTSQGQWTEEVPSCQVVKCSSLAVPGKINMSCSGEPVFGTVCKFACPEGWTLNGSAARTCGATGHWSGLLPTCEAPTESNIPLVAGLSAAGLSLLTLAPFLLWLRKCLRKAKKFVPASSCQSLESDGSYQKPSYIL
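Assay system: HUVEC, human umbilical vein endothelial cells / Amount: 3,000 HUVEC/well / Controls: TNF-alpha positive control, DMSO neutral control / Compound dosing: single concentration / Medium: EGM-2 over gelatin coat / Evaluation: percent E-selectin-positive cells / Signal: immunofluorescence imaging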
SIRT5 inh: SIRT5 desuccinylase inhibitors, primary screen, biochemical, fluorescence imaging, single point, set 5 | NAD-dependent protein deacylase sirtuin-5, mitochondrial (Homo sapiens), Q9NXA8 | inhibition, % at 15 µM | Purified SirT5, succinyl-peptide AMC, trypsin-coupled fluorescence | 330,000 tested, 1.1% active | AID 652115, 2013; in the data active = inhibition above about 15%; inconclusive = no clear call, values can overlap the other calls
* hit, by the source's call; ? = inconclusive; · = not tested or not shown. Not all compounds are listed; count on the stated rates, not on these rows.

mol	PglD DTNB	ERp5 block	DENV2 CPE rescue	C2C12 statin	S100A4 inh HTS	E-sel inducer	SIRT5 inh
C=CCN1C(=O)c2ccc(C(=O)NCC(c3ccccc3)N(C)C)cc2C1=O (centres undefined)	-2.2	-13.2	-2.5	5.2	-5.5	0.6	-1.0
CN(C)S(=O)(=O)c1ccc(Cl)c(C(=O)OCC(=O)NC(=O)c2cccn2C)c1	·	5.6	5.1	·	0.8	-2.1	0.1
COc1ccc(Cc2nnc(SCC(=O)Nc3ccc(C)cc3)n(N)c2=O)cc1	4.3	-3.5	5.3	16.7	-5.2	-1.3	0.7
CCOc1ccc(CCNC(=O)c2cc(C)on2)cc1OCC	-2.5	-1.6	3.2	-6.4	0.3	-0.1	-1.8
O=C1CC(c2ccco2)CC(O)=C1C=NCCN1CCN(C(=S)Nc2ccccc2)CC1 (centres undefined)	·	-1.9	-5.7	·	3.0	·	8.9
Cc1cc(NC(=O)NCc2ccco2)ccc1NC(=O)NCc1ccco1	-2.3	4.5	-2.6	4.4	-4.9	-1.0	-0.5
Cc1cc2c(cc1S(=O)(=O)Nc1ccc(F)cc1)n(C)c(=O)c(=O)n2C	0.8	5.0	-4.5	2.0	-8.5	-0.1	0.3
Nc1ccn([C@@H]2O[C@H](C(=O)N3CCN(c4ccc(Cl)cn4)CC3)[C@@H](O)[C@H]2O)c(=O)n1	0.9	3.4	11.2	-0.4	-3.6	-1.3	-4.0
COc1ccc(C2(CNC(=O)c3cc(OC)c(OC)c(OC)c3)CCCC2)cc1OC	-0.4	-0.1	-5.7	-1.4	2.2	·	-0.2
CCCCn1nc(C(=O)NC2=NCCS2)c2ccccc2c1=O	-3.6	-7.1	·	1.7	-2.4	·	-3.5
COc1cccc(CNC(=S)NC2CCCC2)c1	2.7	-7.0	-16.4	·	-7.5	1.9	-1.0
Cc1cc(OCC(=O)Nc2ccncc2)ccc1Cl	3.8	-2.9	-1.4	0.7	-2.0	·	-0.7
CC(C)COC(=O)N(C)C[C@H]1OCc2ccccc2-c2ccccc2C(=O)N([C@H](C)CO)C[C@H]1C	3.1	0.3	-2.7	0.2	1.2	1.0	-0.4
COc1ccc(N2CCN(C(=O)CN3C(=O)NC4(CCCc5ccccc54)C3=O)CC2)cc1 (centres undefined)	·	-0.6	-3.1	17.7	-1.7	1.6	-0.3
Cc1ccc(C(=O)Oc2ccc(N3C(=O)CCC3=O)c(C)c2)cc1	0.1	1.6	·	2.1	-5.4	·	-2.0
CCOC(=O)[C@@H]1[C@H]2COc3ccccc3[C@@H]2N2C(=O)N(c3cccc(C)c3)C(=O)[C@@]12C	1.5	3.5	-6.7	1.0	-27.8	-0.1	·
Cc1ccc(S(=O)(=O)N(C)C[C@@H]2OCCCC[C@@H](C)Oc3ccc(NS(=O)(=O)c4ccc(F)cc4)cc3C(=O)N([C@@H](C)CO)C[C@H]2C)cc1	-3.6	-3.4	9.3	17.0	-7.7	-0.1	19.6*
Cc1noc(C)c1S(=O)(=O)Nc1ccc2c(c1)C(=O)N([C@H](C)CO)C[C@@H](C)[C@@H](CN(C)Cc1ccccc1)OCCCC[C@@H](C)O2	-2.2	2.3	-0.7	·	15.6	-0.2	0.5
CO[C@@H]1CN(C)C(=O)c2ccc(NC(=O)C3CCC3)cc2OC[C@H](C)N(Cc2nccs2)C[C@@H]1C	2.2	2.5	5.5	13.5	-2.5	0.0	-0.1
O=S(=O)(NCc1ccc(Cl)c(Cl)c1)c1cc(Cl)ccc1N1CC[C@@H](O)C1	·	-2.0	0.5	·	-0.1	20.9	1.9
CN1CCN(CC(=O)Nc2ccc([N+](=O)[O-])cc2Br)CC1	·	0.1	-1.6	·	0.8	-0.1	7.9
O=C(CS(=O)(=O)c1cn(CC(=O)N2CCCC2)c2ccccc12)Nc1ccccc1	-6.1	4.0	-0.3	·	-3.5	-3.8	2.5
CCCS(=O)(=O)NC(=O)C1(C)CCCN(C(=O)c2cccnc2Oc2ccccc2)C1 (centres undefined)	-0.5	-2.1	?	-3.7	4.1	0.0	-2.4
CCOC(=O)N1CCN(C(=O)CCCCn2c(=S)[nH]c3ccsc3c2=O)CC1	·	-3.8	-0.5	·	-4.0	1.6	1.3
CCOc1c2ccc(C(=O)NCc3ccc4c(c3)OCO4)cc2nn1CCOC	2.0	2.3	-11.1	11.2	-5.2	-0.1	·
CC1=NN(C(C#N)c2ccccc2C)C(C)(C)C1 (centres undefined)	·	2.0	-1.6	·	4.4	-0.4	-1.4
CCc1nc2ccc(C(=O)NCCc3c[nH]c4ccccc34)cn2c1N(C)Cc1nccn1C	2.2	-0.9	-2.1	-19.0	6.3	-0.1	-0.1
COc1ccc2oc(=O)c(C(=O)OCc3ccccc3)cc2c1	-6.2	3.7	9.3	6.3	-5.1	·	-4.4
COc1cc(OC)cc(-c2c(-c3ccc(F)cc3)c3cc(-c4ccc5cc[nH]c5c4)ccc3n2C)c1	2.9	-1.0	-4.1	-16.1	1.6	-0.6	·
O=C(CCn1c(=O)[nH]c2ccsc2c1=O)N1CCN(c2ccc([N+](=O)[O-])cc2)CC1	0.5	2.3	-6.6	-18.8	-3.4	-0.1	-2.7
CN1C[C@@H]2[C@@H]3C(=O)N(Cc4ccccc4)C(=O)[C@@H]3[C@](C)(C1=O)N2C(=O)c1ccc(C(F)(F)F)cc1	2.9	-6.5	12.2	6.5	0.6	0.0	-4.0
C[C@H](CO)N1C[C@H](C)[C@H](CN(C)S(=O)(=O)c2cccs2)Oc2ccc(NC(=O)CCCCCC(=O)Nc3ccccc3N)cc2CC1=O	-1.8	·	3.1	45.8	·	-0.1	·
C[C@H](CO)N1C[C@H](C)[C@@H](CN(C)S(=O)(=O)c2cn(C)cn2)OCCCC[C@H](C)Oc2ccc(NC(=O)c3ccncc3)cc2C1=O	2.4	1.9	-4.8	·	-15.4	-0.2	11.2
C=CCNC(=O)COC(=O)CNC(=O)c1cc(Cl)cc([N+](=O)[O-])c1	·	-1.3	3.3	·	1.6	0.0	-0.7
CCC(C)N(C(=O)COC(=O)c1ccc(=O)n(Cc2ccccc2)n1)C1CCS(=O)(=O)C1 (centres undefined)	1.0	-0.4	2.8	5.4	-1.4	0.9	3.8
Cc1ccc(S(=O)(=O)Nc2ccc3c(c2)C(=O)N([C@@H](C)CO)C[C@H](C)[C@@H](CN(C)C)O3)cc1	4.0	2.9	1.3	-7.5	1.2	-0.1	-2.2
CC(C)NC(=O)Nc1cccc2c1O[C@@H](CN(C)C(=O)Nc1ccccc1)[C@H](C)CN([C@H](C)CO)C2=O	0.9	21.5	0.0	-38.4	-3.2	-0.1	3.2
Cc1ccc(S(=O)(=O)Nc2ccc3c(c2)CC(=O)N([C@@H](C)CO)C[C@H](C)[C@@H](CN(C)S(=O)(=O)c2ccc(C)cc2)O3)cc1	0.6	-3.1	-13.5	9.5	20.7	0.9	-0.9
CCCC#Cc1ccc2c(c1)O[C@@H](CN(C)S(C)(=O)=O)[C@@H](C)CN([C@H](C)CO)S2(=O)=O	3.4	1.1	6.6	·	-22.7	0.0	-2.0
Cc1ccc(S(=O)(=O)NCCCNS(=O)(=O)c2ccccc2[N+](=O)[O-])cc1	1.7	3.3	8.1	0.7	0.2	·	0.6
COc1ccc(CNC(=O)C[C@H]2C=C[C@@H](NC(=O)Nc3ccc4c(c3)OCO4)[C@@H](CO)O2)cc1	·	6.7	-1.8	·	13.1	-0.1	-2.9
COc1ccc(NC(=O)c2cc(C3CCCCN3S(=O)(=O)Cc3ccccc3)on2)cn1 (centres undefined)	-10.3	-0.3	4.1	-5.4	-1.6	-0.1	·
CN(Cc1nc2ccccc2c(=O)[nH]1)C(=O)C1CC(=O)N(c2cccc3ccccc23)C1 (centres undefined)	0.9	3.6	-0.2	6.5	1.9	-0.1	-2.3
Cc1ccc(S(=O)(=O)N2CCC[C@H]2C(=O)OCC(=O)c2ccc3c(c2)NC(=O)CO3)cc1	-1.6	3.7	1.3	·	0.2	-0.1	-3.5
C[C@@H]1CN([C@H](C)CO)C(=O)Cc2cc(NC(=O)Nc3ccc4c(c3)OCO4)ccc2O[C@@H]1CN(C)Cc1ccc(-c2ccccc2)cc1	0.4	-0.9	-20.9	-49.3	6.5	·	-2.4
CC(C)c1ccc(C2/C(=C(/O)c3ccc(F)cc3)C(=O)C(=O)N2CCCN2CCOCC2)cc1 (centres undefined)	0.5	-2.1	1.9	-4.2	16.7	·	-1.9
Cc1ccc(NC(=O)C2C3C=CC4(CN(Cc5cccnc5)C(=O)C24)O3)cc1F (centres undefined)	3.7	0.8	-6.1	-2.3	-3.2	0.4	·
COCC#Cc1ccc([C@@H]2[C@H](CO)N3C(=O)CN(C(=O)C4CCOCC4)C[C@@H]23)cc1	·	-2.6	1.3	·	19.2	0.4	-1.9
COCCNC(=O)C1CCCN(S(=O)(=O)c2cccc3nsnc23)C1 (centres undefined)	15.1	7.5	-1.2	-8.4	0.6	0.0	-1.7
Cc1scc(C(=O)N2CCN(c3ccc(Cl)cc3)CC2)c1C	4.9	-3.6	0.4	-3.6	6.1	0.1	-7.9
OC1(c2cccc(C(F)(F)F)c2)CCN(Cc2nc(-c3cnccn3)no2)CC1	-5.5	-12.1	-9.0	3.4	-17.1	0.7	-2.6
CN(CC(=O)Nc1ccccc1Cl)C(=O)COC(=O)c1ccc([N+](=O)[O-])s1	2.3	0.1	4.2	0.4	-2.2	·	3.2
CCCCNC(=S)NNC(=O)c1cc(-c2cccnc2)nc2ccccc12	2.5	11.0	-2.5	·	0.0	0.0	1.8
Cc1ccc(NC(=O)CN(C)C(=O)Cc2ccccc2F)cc1	1.1	-1.2	-1.9	4.6	7.8	-0.2	-1.5
O=C(C1CCC1)N1CC(=O)N2[C@H](C1)[C@@H](c1ccc(-c3ccccc3F)cc1)[C@@H]2CO	·	-3.2	9.1	·	-20.2	0.0	3.3
CCCCCC[N+](C)(C)CC/C=C1/c2ccccc2Sc2ccc(Cl)cc21	·	1.5	-0.2	·	-2.0	0.4	-5.8

(list continues)
mol	PglD DTNB	ERp5 block	DENV2 CPE rescue	C2C12 statin	S100A4 inh HTS	E-sel inducer	SIRT5 inh
O=C(NNC(=O)c1ccc2ccccc2n1)c1ccc(O)cc1	-3.4	-0.8	11.6	-1.9	-0.1	-0.4	3.9
CN1C(=O)c2cc(NC(=O)Cc3ccccc3)ccc2OC[C@H]2O[C@@H](CC(=O)NCC3CC3)CC[C@@H]21	-0.4	5.1	-1.1	-19.0	-7.5	16.4	7.9
COC(=O)c1ccccc1SCC(=O)Nc1ccc(N2CCOCC2)cc1	-2.9	12.6	-2.8	·	-0.4	-0.1	-0.4
O=C(Nc1ccc(N2CCN(C(=O)c3cccs3)CC2)cc1)c1cccnc1Cl	·	1.5	·	·	2.1	·	-4.2
